# PglD DTNB: inhibitors of Campylobacter jejuni PglD acetyltransferase. inhibition, % at 12.5 µM. hit rate 0.098% among 360,000. purified PglD enzyme, DTNB colorimetric CoA detection; in the data active = inhibition above about 16%, passing the limit was not always enough; inconclusive = no clear call, values can overlap the other calls; also: strong numbers were not always called active
# miR-122 sensor: inhibitors of miR-122 in Huh7 cells; Huh7 miR-122 Renilla luciferase sensor, 48 h; neutral wells = 0, positive control = 100; activation (reporter increase), % at 12.5 µM; hit rate 0.3% among 340,000;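 active = mean replicate activation score at least 90 and every replicate individually at or above 90; inconclusive = only one of the two criteria met; inactive = neither criterion met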;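 also: higher luciferase means less miR-122 activity so hits act as miR-122 inhibitors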
# ERAP1 HTS inh: blocks human ERAP1 aminopeptidase activity. AID 652197. hit rate 0.15% among 340,000. recombinant ERAP1, Leu-AMC fluorescence, 60 min. inhibition, % at 10.7 µM. Q9NZ08;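 active = mean replicate inhibition of at least 30%, or all replicates individually reaching that 30% level; inactive = mean below 30% and not every replicate reaching it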;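 also: 0% = neutral control wells and 100% = L-leucinethiol positive control wells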
# Cneo AK release: causes C. neoformans cell lysis | AID 651654 | hit rate 0.2% among 360,000 | adenylate kinase release luminescence, 4 h; normalised: neutral wells 0, clomiphene wells 100 | lysis activity, % at 15 µM;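 active = mean lysis activity across replicates of at least 80%, whatever share of replicates individually reach that level; inactive = mean lysis activity below 80%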
#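 Signal: Adenylate kinase release luminescence | Assay system: Log-phase Cryptococcus neoformans yeast cells | Input: Cells at 5 × 10^6 per mL | Buffer or medium: Fresh YPD growth medium | Compound: Single dose | Schedule: Static 4 h at 37 °C with compound, 1 h detection | Controls: Clomiphene | Read-out: Luminescence rise reflecting yeast cell lysis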
# E-sel inducer: induces E-selectin expression in human endothelial cells | AID 686992 | hit rate 0.37% among 260,000 | P16581 | activation, % at 7.58 µM | HUVEC E-selectin immunofluorescence imaging; normalized: neutral wells 0, TNF-alpha wells 100;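 active = mean E-selectin-positive cell signal at least 10% of the positive control, reached in at least 60% of replicates, without over 20% cell loss; inconclusive = no rule given, readout overlaps actives, possibly toxicity-flagged; inactive = the rest, including those meeting only one limit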;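 also: in these data hits start at about 27%; measured in HUVEC primary endothelial cells; signal is the percent of cells scored E-selectin positive by PE staining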
#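 Test system: HUVEC; input: 3,000 HUVEC/well; measured by: immunofluorescence imaging; read-out: % PE-positive cells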
# RAD52 inh: blocks human RAD52 DNA annealing. inhibition, % at 18.7 µM. recombinant RAD52 DNA annealing, FRET fluorescence. P43351. AID 651710. hit rate 0.46% among 360,000;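 active = every replicate showing at least 50% inhibition; inconclusive = mean inhibition at least 50% but not in every replicate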
# PGC1a acetyl inh: modulators of PGC1a acetylation; hit rate 0.17% among 350,000; inhibition, % at 15.6 µM; U2OS PGC1a acetylation, AlphaScreen anti-acetyl-lysine; with virally co-expressed GCN5 acetyltransferase;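 active = every replicate shows inhibition of at least 40%; inconclusive = mean inhibition at least 40% but some replicate below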;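 also: 0% = neutral control wells and 100% = positive control wells; some results beyond the cut were filed as inactive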
# RAD54 inh: inhibitors of human RAD54 branch migration | inhibition, % at 10.4 µM | hit rate 0.14% among 360,000 | RAD54 Holliday junction branch migration, FAM/BHQ fluorescence | AID 602329;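 active = mean normalized replicate activity at least 40 and at least half of replicates scoring 40 or more; inconclusive = only one of the two criteria met; inactive = mean below 40 and under half of replicates reaching 40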;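 also: 0% = median of neutral control wells and 100% = median of positive control wells; inhibitors cause a drop in the FAM fluorescence signal; in these data hits start at about 50%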
# Target sequence (Q92698 whole entry, looked up): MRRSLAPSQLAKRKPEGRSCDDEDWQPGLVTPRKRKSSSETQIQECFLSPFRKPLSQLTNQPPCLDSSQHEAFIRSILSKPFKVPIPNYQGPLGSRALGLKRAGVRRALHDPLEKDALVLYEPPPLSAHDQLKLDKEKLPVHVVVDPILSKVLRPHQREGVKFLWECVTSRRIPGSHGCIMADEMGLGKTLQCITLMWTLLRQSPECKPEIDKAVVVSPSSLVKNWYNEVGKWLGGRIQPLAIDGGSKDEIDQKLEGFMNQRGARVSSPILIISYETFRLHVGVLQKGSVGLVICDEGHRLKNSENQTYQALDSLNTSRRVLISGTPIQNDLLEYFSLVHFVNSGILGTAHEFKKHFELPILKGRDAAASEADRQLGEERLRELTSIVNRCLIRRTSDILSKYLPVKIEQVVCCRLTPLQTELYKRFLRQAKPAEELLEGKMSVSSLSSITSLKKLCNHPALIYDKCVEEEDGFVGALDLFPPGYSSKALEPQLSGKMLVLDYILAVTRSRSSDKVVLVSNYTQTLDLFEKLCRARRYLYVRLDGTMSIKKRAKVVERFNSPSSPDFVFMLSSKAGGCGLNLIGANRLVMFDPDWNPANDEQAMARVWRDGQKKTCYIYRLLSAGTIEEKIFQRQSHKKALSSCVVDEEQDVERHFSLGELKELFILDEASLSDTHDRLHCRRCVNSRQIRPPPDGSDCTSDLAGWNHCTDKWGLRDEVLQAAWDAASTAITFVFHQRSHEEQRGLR
# * hit, by the source's call; u = inconclusive; x = no result given; & = joins results of further samples; [ ] = another dose, or the depositor's remark.
item | smiles | PglD DTNB | miR-122 sensor | ERAP1 HTS inh | Cneo AK release | E-sel inducer | RAD52 inh | PGC1a acetyl inh | RAD54 inh
1 | CCOC(=O)C1CCN(C(=O)C2CCN(C(=O)c3ccc([N+](=O)[O-])cc3)CC2)CC1 | -3 | -9 | x | 0 | x | x | 18 | 0
2 | CN1C[C@H]2[C@@H](c3ccccc31)[C@H](CO)N2C(=O)Nc1ccccc1 | 2 | -17[16.7 µM] | x | 0 | -0.4 | x | 6 | 1
3 | COC(=O)Cc1c(O)ccn(CCc2ccc(OC)c(OC)c2)c1=O | -2 | -1 | -3 | 0 | x | -6 | x | -2
4 | COc1ccc(CC(CC(=O)O)C(=O)Nc2ccc(OC)cc2)cc1 (stereo not given) | 7 | -2 | x | 0 | x | x | -50 | 0
5 | COc1ccc(NC(=O)c2cc3n(n2)C(C(F)(F)F)CC(c2ccc4c(c2)OCO4)N3)cc1OC (stereo not given) | -2 | -6 | x | 4 | x | x | -9 | 1
6 | Nc1nc(-c2ccc(F)cc2)cc(C(F)(F)F)n1 | 5 | 2 | x | 0 | x | x | 12 | -4
7 | COCCCNC(=O)c1ccc2c(=O)n(Cc3ccc4c(c3)OCO4)c(=S)[nH]c2c1 | 2 | -3 | x | 0 | x | x | -9 | 0
8 | COc1cc(/C=N/NC(=O)C2CC(=O)N(c3ccc(C)cc3)C2)cc(OC)c1OC (stereo not given) | 6 | -1 | -2 | 0 | 1.2 | -1 | -8 | -7
9 | COCCn1c(SCC(=O)NC2CCCCC2)nnc1-c1ccncc1 | 2 | -3 | -4 | 0 | -0.4 | -10 | -12 | -1
10 | C[C@@H]1CN([C@@H](C)CO)C(=O)Cc2cc(NS(=O)(=O)c3ccc(F)cc3)ccc2O[C@@H]1CN(C)S(=O)(=O)c1ccc(F)cc1 | 2 | 26[16.7 µM] | -1 | 1 | -0.3 | -11 | 6 | 5
11 | Cn1c(CNc2cccc(Cl)c2)nnc1SCC(=O)OC1CCCCC1 | -5 | -1 | x | 1 | x | x | 8 | 7
12 | Cc1ccc(S(=O)(=O)N(C)C[C@@H]2Oc3cc(-c4cccc(F)c4)ccc3S(=O)(=O)N([C@@H](C)CO)C[C@@H]2C)cc1 | 0 | -5[16.7 µM] | 0 | -6 | 0.2 | 14 | -13 | -3
13 | CCCC(=O)N1CCC1(C)C(=O)NS(=O)(=O)c1ccc(OC)cc1 (stereo not given) | -3 | -2 | -1 | -1 | 0.5 | 3 | -6 | 0
14 | Cc1c(Cl)cccc1NC(=O)CCN1CCN(C)CC1 | -2 | -12 | 4 | 5 | 0.3 | 0 | 25 | 17
15 | OC[C@H]1[C@@H](c2ccc(/C=C/c3ccccc3)cc2)[C@H]2CN(Cc3cccnc3)CCCCN21 | -1 | 0[16.7 µM] | -1 | 7 | -0.1 | 57* | -8 | -2
16 | Clc1ccccc1C1SCC2Nc3ccccc3CN21 (stereo not given) | -26 | 11 | x | -6 | x | x | 5 | 2
17 | Cc1cccc(N(C(=O)Cn2nnc3ccccc32)C(C(=O)NCc2ccco2)c2ccncc2)c1C (stereo not given) | 4 | 7 | x | 0 | x | x | -21 | -3
18 | COc1ccc(NC(=O)Nc2ccc3c(c2)CC(=O)N([C@@H](C)CO)C[C@@H](C)[C@H](CN(C)C)O3)cc1 | 0 | -2[16.7 µM] | 2 | 51 | -3.7 | 11 | -1 | 7
19 | Cc1noc(C)c1NC(=O)N(C)C[C@H]1Oc2c(NC(=O)Nc3cccc4ccccc34)cccc2C(=O)N([C@@H](C)CO)C[C@@H]1C | 3 | 8[16.7 µM] | -2 | 3 | -7.3 | 3 | 4 | -3
20 | C[C@@H]1CN([C@@H](C)CO)C(=O)c2cccc(NC(=O)Nc3ccc(F)cc3)c2O[C@@H]1CN(C)Cc1ccc(Oc2ccccc2)cc1 | 3&1 | -3[16.7 µM] | 5&2 | 0&7 | -0.2 | 4&-36 | 5 | 2&-1
21 | O=C(CCCOc1ccc(Cl)cc1Cl)NCc1ccncc1 | 2 | 0 | 2 | 0 | x | -1 | -4 | -9
22 | CCOC(=O)c1cc(S(=O)(=O)NCCc2ccc(OC)c(OC)c2)cn1C | 2 | -3 | -1 | 3 | x | -7 | -4 | -5
23 | C[C@H](CO)N1C[C@H](C)[C@@H](CN(C)C(=O)c2ccccc2)OCCCC[C@H](C)Oc2ccc(NS(=O)(=O)c3cn(C)cn3)cc2C1=O | -2 | 8[16.7 µM] | 5 | -7 | -0.2 | 13 | 5 | 6
24 | O=C1NC(c2ccco2)Nc2sc3c(c21)CCN(Cc1ccccc1)C3 (stereo not given) | -1 | -2 | 2 | -1 | -0.3 | -22 | 2 | -12
25 | Cc1cc(C(=O)Nc2cccc3c2O[C@@H](CN(C)C(=O)NC(C)C)[C@@H](C)CN([C@H](C)CO)C3=O)n(C)n1 | 2 | 10[16.7 µM] | 2 | 4 | 0.0 | 4 | 3 | 11
26 | C[C@H](CO)N1C[C@H](C)[C@H](CN(C)S(C)(=O)=O)Oc2ccc(NC(=O)Nc3ccccc3)cc2CC1=O | -5 | -3[16.7 µM] | 0 | -2 | -15 | 3 | 1 | 7
27 | CCc1cc(C(=O)O)c(NC(=O)C(c2ccccc2)c2ccccc2)s1 | -7 | -8 | x | 0 | x | x | 0 | 8
28 | O=C(O)CCC(=O)OC1CC2CCC1C2 (stereo not given) | 3 | -7 | x | 1 | x | x | x | -15
29 | Cc1ccc(NC(=O)c2ccccn2)cc1S(=O)(=O)N1CCOCC1 | x | -3 | 0 | x | u | -6 | -1 | x
30 | O=c1cc(CSc2nc(NCc3ccc(Cl)cc3)c3ccccc3n2)nc2ccc(Cl)cn12 | 0 | 6 | x | 1 | 0.6 | -42 | -1 | 4

# Next section (3 carried over from the part before).
28: O=C(O)CCC(=O)OC1CC2CCC1C2 (stereo not given)
29: Cc1ccc(NC(=O)c2ccccn2)cc1S(=O)(=O)N1CCOCC1
30: O=c1cc(CSc2nc(NCc3ccc(Cl)cc3)c3ccccc3n2)nc2ccc(Cl)cn12
31: O=C(O)C[C@H]1C[C@H]2c3cc(NC(=O)NC4CCCC4)ccc3O[C@H]2[C@@H](CO)O1
32: C[C@H]1CCCCO[C@@H](CN(C)C(=O)Nc2ccc(C(F)(F)F)cc2)[C@@H](C)CN([C@@H](C)CO)C(=O)c2cc(NS(=O)(=O)c3cccs3)ccc2O1
33: Cc1c(NC(=O)COC(=O)Cc2ccc(Cl)cc2)c(=O)n(-c2ccccc2)n1C
34: O=C(COc1ccccc1Cl)NCc1ccco1
35: Cc1cccc(C)c1NS(=O)(=O)c1ccc(-c2cnc(C3CC3)o2)cc1
36: CN(C)C(=O)C[C@@H]1C[C@@H]2c3cc(NC(=O)Nc4ccccc4)ccc3O[C@@H]2[C@H](CO)O1
37: COc1ccccc1NC(=O)C(=O)NCCC1CCCCN1S(=O)(=O)c1ccc(F)cc1 (stereo not given)
38: COc1cccc(CNC(=O)CCS(=O)(=O)c2ccc3c(c2)CC(C)N3C(=O)C2CC2)c1 (stereo not given)

Screen / compound no.,28,29,30,31,32,33,34,35,36,37,38
PglD DTNB,3,x,0,1,1,5,-12,-3,0,2,-5
miR-122 sensor,-7,-3,6,4[16.7 µM],19[16.7 µM],7,-1,89,4[16.7 µM],-17,-4
ERAP1 HTS inh,x,0,x,0,-2,x,x,-1,x,2,3
Cneo AK release,1,x,1,2,52,1,0,1,1,0,-2
E-sel inducer,x,u,0.6,-0.3,1.1,x,x,0.2,-0.5,0.4,x
RAD52 inh,x,-6,-42,-2,-22,x,x,-19,x,-14,-2
PGC1a acetyl inh,x,-1,-1,7,15,1,-12,-33,0,x,-3
RAD54 inh,-15,x,4,3,-3,-10,-1,4,0,-2,1

# As entered above:
# `O=C(O)C[C@H]1C[C@H]2c3cc(NC(=O)NC4CCCC4)ccc3O[C@H]2[C@@H](CO)O1` in Cneo AK release shows 2
# `Cc1cccc(C)c1NS(=O)(=O)c1ccc(-c2cnc(C3CC3)o2)cc1` in PGC1a acetyl inh shows -33
# `O=C(COc1ccccc1Cl)NCc1ccco1` in miR-122 sensor shows -1

# Additional results follow:
39: CN(CC(=O)Nc1cccc2ccccc12)C(=O)c1ccc(NC(=O)CC#N)cc1
40: CCCCN(CC)CCCNC(=O)c1ccc(CS(=O)(=O)c2c(Cl)cccc2Cl)o1
41: COc1ccc(CN(C)C[C@H]2OCCCC[C@@H](C)Oc3ccc(NC(=O)Nc4c(C)noc4C)cc3C(=O)N([C@@H](C)CO)C[C@@H]2C)cc1
42: COc1ccc(OC)c(NC(=O)NCCCCc2ccccc2)c1
43: O=C(NC(=S)N1CCN(c2ccc(O)cc2)CC1)c1ccco1
44: Cc1noc(C(=O)Nc2cccnc2Cl)c1Cl
45: CC(C)=CCCC(C)CN1CCC(N2CCC(C(=O)NC(C)C)CC2)CC1 (stereo not given)
46: N#Cc1c(C(F)(F)F)cc(-c2ccc(Cl)cc2)[nH]c1=O

Screen / compound no.,39,40,41,42,43,44,45,46
PglD DTNB,2,5,1,-2,-2,-1,x,-4
miR-122 sensor,-5,5,-7[16.7 µM],-10,-2,x,-9,-16
ERAP1 HTS inh,-10,-1,-4,2,1,2,-2,x
Cneo AK release,0,3,-1,0,1,0,x,-2
E-sel inducer,-0.1,-0.1,0.1,0.6,-0.2,-0.2,9.2,0.3
RAD52 inh,-31,-9,18,-10,-15,-6,-18,x
PGC1a acetyl inh,-11,2,-5,-4,0,-3,2,4
RAD54 inh,1,-20,5,-3,-8,1,x,-9

47: CN1C(=O)NC(c2cccc([N+](=O)[O-])c2)C2=C1CC(C)(C)CC2=O (stereo not given)
48: COc1ccc(C(=O)O)cc1S(=O)(=O)Nc1ccccc1Cc1ccccc1
49: COC(=O)c1ccc(CS(=O)(=O)c2ccc(F)cc2)o1
50: O=C(Nc1ccccc1)OCCOc1ccc(Br)cc1
51: COc1ccccc1NC(=O)Cc1csc(NC(=O)c2ccccc2)n1
52: COc1ccc(CC(=O)Nc2cccc(-c3ccc4nnc(C)n4n3)c2)cc1OC
53: COC(=O)CC1C(=O)NCCN1C(=O)c1c(F)cccc1F (stereo not given)
54: Cc1nc2ccc(NC(=O)c3cncc(Br)c3)cc2s1

Screen / compound no.,47,48,49,50,51,52,53,54
PglD DTNB,3,4,1,-1,x,x,4,x
miR-122 sensor,3,6,-2,5,-11,-3,-1,10
ERAP1 HTS inh,0,-2,3,3,9,-7,2,x
Cneo AK release,3,7,10,3,x,x,0,x
E-sel inducer,x,-0.1,x,0.0,x,x,0.0,0.3
RAD52 inh,-18,-4,-20,-9,-11,12,1,-37
PGC1a acetyl inh,-5,-14,4,-9,-8,-22,-1,30
RAD54 inh,6,-7,-10,13,x,x,-6,x

55: COCCNC(=O)C[C@H]1CC[C@H]2[C@@H](COc3ccc(NS(=O)(=O)c4ccc(Cl)cc4)cc3C(=O)N2C)O1
56: O=C(NC1CCC(=O)N(CCOc2ccccc2)CC1)OCc1ccccc1 (stereo not given)
57: CC(C)Cc1nnc(NC(=O)CCC(=O)NCCc2ccc(Cl)cc2)s1
58: Cc1ccccc1-c1cc(C(=O)NCc2cccc(Br)c2)n(CC2CC(c3cccnc3)=NO2)n1 (stereo not given)

Screen / compound no.,55,56,57,58
PglD DTNB,2,-4,-2,-4
miR-122 sensor,22[16.7 µM],-15,x,17
ERAP1 HTS inh,-5,-6,-1,-4
Cneo AK release,1,9,-9,3
E-sel inducer,-0.2,0.0,x,-0.1
RAD52 inh,2,-30,0,-9
PGC1a acetyl inh,2,x,x,1
RAD54 inh,-6,3,11,5

# Compound activity deposited in PubChem BioAssay by Broad Institute.
